# MazF activator: activators of E. coli MazEF toxin-antitoxin RNase; P0AE70; FAM/BHQ RNA-DNA oligo cleavage fluorescence, 5 h; activation, % at 20 µM; 350,000 tested, 0.32% active; in the data active means activation above about 50%
# Target sequence (P0AE70 whole entry, looked up): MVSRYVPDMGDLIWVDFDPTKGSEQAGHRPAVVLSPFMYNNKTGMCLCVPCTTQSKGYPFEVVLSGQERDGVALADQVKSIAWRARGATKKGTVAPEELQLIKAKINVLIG
# 3CLpro inhibitor: SARS-CoV 3CLpro protease inhibition; recombinant SARS-CoV 3CLpro, quenched FRET peptide cleavage; 290,000 tested, 0.14% active; inhibition, % at 6 µM; in the data active means inhibition above about 12%
# PrPC surface inh: inhibitors of human cell surface prion protein PrPC; P04156; TR-FRET read-out; inhibition, % at 13.8 µM; 370,000 tested, 0.43% active; AID 720596; in the data active means inhibition above about 24%; further: 0% = median of the test wells and 100% = reference compound wells
# BoNT-A LC inh2: blocks Botulinum neurotoxin A light chain protease | inhibition, % at 10 µM | AID 588499 | 360,000 tested, 0.17% active | multiplex microsphere protease substrate cleavage, flow cytometry; further: plate controls were buffer without enzyme for full effect and enzyme alone for no effect
# Rv3671c inh: inhibits the M. tuberculosis serine protease Rv3671c. inhibition, % at 5.96 µM. P9WHR9. 320,000 tested, 0.048% active; in the data active means inhibition above about 38%;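 further: extracellular domain of Rv3671c used as enzyme; 0% = enzyme with DMSO and 100% = no enzyme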
# Target sequence (P9WHR9 whole entry, looked up, the tested form may be a part): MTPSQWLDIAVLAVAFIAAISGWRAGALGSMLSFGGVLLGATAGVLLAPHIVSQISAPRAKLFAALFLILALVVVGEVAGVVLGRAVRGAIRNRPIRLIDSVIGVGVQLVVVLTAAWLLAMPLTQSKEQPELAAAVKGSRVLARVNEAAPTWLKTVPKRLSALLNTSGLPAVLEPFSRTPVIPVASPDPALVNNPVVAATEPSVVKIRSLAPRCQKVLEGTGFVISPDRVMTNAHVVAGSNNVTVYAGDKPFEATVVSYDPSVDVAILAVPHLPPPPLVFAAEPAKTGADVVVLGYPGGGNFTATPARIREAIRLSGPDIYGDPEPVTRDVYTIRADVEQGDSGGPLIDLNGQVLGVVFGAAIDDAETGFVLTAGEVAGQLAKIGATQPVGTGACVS
# PriA SSB inh: inhibitors of Klebsiella pneumoniae PriA binding to SSB C-terminal tail | AlphaScreen SSBct-PriA binding, biotinylated peptide | inhibition, % at 33 µM | 430,000 tested, 0.6% active | AID 1272365; in the data active means inhibition mostly above about 37%, no sharp cut-off; inactive means mostly below about 20%;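 further: plate controls were negative control peptide for no effect and reference peptide for full effect; strong numbers were not always called active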
# CCHF vOTU inh: CCHFV vOTU protease inhibition; Pep-AMC fluorescence; inhibition, % at 11.5 µM; 370,000 tested, 0.55% active; in the data active means inhibition above about 30%; further: 0% = vehicle wells with enzyme and 100% = no enzyme wells
# Anthrax LF prot: blocks Bacillus anthracis lethal factor protease. inhibition, % at 10 µM. 360,000 tested, 0.12% active. multiplex microsphere protease cleavage assay, LF. P15917. AID 588501; further: plate controls were buffer without enzyme for full effect and enzyme alone for no effect
# VHR inh abs: DUSP3 (human) phosphatase inhibition. AID 1654. 290,000 tested, 0.52% active. recombinant VHR phosphatase, pNPP absorbance. inhibition, % at 13.3 µM; in the data active means inhibition above about 50%; further: some compounds called inactive have numbers as strong as hits
# Target sequence (P51452 whole entry, looked up): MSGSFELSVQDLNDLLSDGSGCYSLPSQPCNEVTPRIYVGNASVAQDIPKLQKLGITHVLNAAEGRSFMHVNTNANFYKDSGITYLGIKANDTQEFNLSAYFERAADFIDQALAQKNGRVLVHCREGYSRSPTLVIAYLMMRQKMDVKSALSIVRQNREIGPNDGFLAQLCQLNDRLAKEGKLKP
# BoNT-F LC inh: BoNT F light chain protease inhibition; Multiplex microsphere protease cleavage assay, flow cytometry; inhibition, % at 10 µM; 360,000 tested, 0.22% active; AID 588497; in the data active means inhibition above about 35%, passing the limit was not always enough; inconclusive means no clear call, values can overlap the other calls; further: plate controls were buffer without enzyme for full effect and enzyme alone for no effect
# Starred values were filed as active, the others as inactive; ? = inconclusive; . = not tested or not shown. Unless noted, no stated cut-off is given here; in the data, active means inhibition above about 30%; inconclusive means no clear call, values can overlap the other calls; inactive means below that. A portion of the library; rates above refer to the full screens.
SMILES,MazF activator,3CLpro inhibitor,PrPC surface inh,BoNT-A LC inh2,Rv3671c inh,PriA SSB inh,CCHF vOTU inh,Anthrax LF prot,VHR inh abs,BoNT-F LC inh
CN(C(=O)CSc1nnc(-c2cccnc2)n1-c1ccccc1F)C1CCS(=O)(=O)C1 (configuration not stated),6,-1,7,0.0,6,1,17,-3,24,-7
CCN1C(=O)c2cccc3c(S(=O)(=O)N(C)C)ccc1c23,8,.,-26,-0.1,.,.,-73,-7,.,-3
Cc1cccc(OCCCC(=O)Nc2ccc(S(N)(=O)=O)cc2)c1C,-1,6,2,0.3,-11,2,9,3,-8,-2
NC(=O)CSc1nnc(Cc2ccc3c(c2)OCO3)o1,0,2,-2,0.8,5,-14,-4,-3,-13,0
CC1CC(=O)c2cnc(NCc3ccco3)nc2C1 (configuration not stated),1,1,-10,1.4,-5,-11,15,-2,7,-14
CCOC(=O)c1ccc(-c2c(-c3ccc4c(c3)OCO4)noc2C)cc1F,-5,-1,3,-0.5,-9,-10,14,-2,17,-2
COc1ccc(N(CC(=O)N/N=C/c2ccc(OC)c(OC)c2)S(=O)(=O)c2ccccc2)cc1,0,7,-1,0.4,-7,.,13,-17,-15,-8
COC(=O)CC(NS(=O)(=O)c1cccs1)c1cccc2ccccc12 (configuration not stated),2,0,-1,1.3,-7,5,-1,0,-2,24
COc1ccccc1NC(=O)CCC(=O)O,2,-1,3,-0.3,2,2,5,-1,2,-2
CC(Oc1cccc(NC(=O)c2cccs2)c1)C(=O)c1ccccc1 (configuration not stated),13,7,5,-0.6,-11,0,8,-2,29,0
CC(=O)n1nc(-c2cccc(C)c2)nc1SCC(=O)Nc1ccccc1,-31,-1,6,0.2,-13,-5,4,4,-12,3
O=C(NCCC1=CCCCC1)C1CCC(CNS(=O)(=O)c2ccccc2)CC1 (configuration not stated),-1,1,0,-1.0,-5,-14,3,-3,3,3
C=C1C[C@H](O)[C@@H]2[C@H](OC(=O)[C@H]2C)[C@H]2[C@H](C)[C@@H](O)C[C@@H]12,-3,.,-4,-0.1,-3,3,-8,1,.,-4
CCOc1cc(C2C(C(=O)OC)=CN(Cc3ccc(Cl)cc3)C=C2C(=O)OC)ccc1O,2,5,11,3.5,-5,-24,21,-8,15,48*
Cc1ccc(C(=O)OCC(=O)Nc2ccc3c(c2)OCO3)cc1S(=O)(=O)N1CCOCC1,-5,3,-2,.,-2,-21,14,.,12,.
COC(=O)[C@@H]1C[C@@H]2CC[C@@H](O)C[C@@H]2N1Cc1ccc(N2CCN(C)CC2)cc1,4,.,-7,-0.8,1,-10,0,-8,4,3
N#Cc1ccc(C(=O)N2Cc3cnnn3-c3ccccc3C2C#N)cc1 (configuration not stated),6,.,-5,-1.3,.,-14,7,-1,.,-10
Cc1ccc(OCCC(=O)OCC(=O)NCc2ccccc2)cc1,1,.,-3,-2.6,-5,-1,13,0,.,1
COc1ccc(OC)c(S(=O)(=O)N2CCN(C)CC2c2ccccc2)c1 (configuration not stated),4,.,6,-0.5,2,3,-10,0,.,-1
c1ccc2c(c1)CCN(CCCNc1nc3ccccc3n3cnnc13)C2,3,-1,-11,-0.7,.,-9,12,-3,54*,-13
CCN(C(=O)COC(=O)CCn1c(C)csc1=O)c1c(N)n(Cc2ccccc2)c(=O)[nH]c1=O,-1,.,2,-0.1,-3,3,19,-1,.,-4
c1csc(-c2nnc(N3CCCCCC3)c3ccccc23)c1,8,2,0,2.2,1,-15,-4,0,22,1
O=C(Cn1nnc(-c2ccccc2NC(=O)c2cccs2)n1)Nc1ccccc1,-13,1,2,-1.1,-1,-8,9,0,19,-8
O=C1NC(C(=O)O)=CC(c2cccc(Cl)c2Cl)N1 (configuration not stated),4,.,4,-0.8,-3,-5,-4,-7,.,0
COc1cc(NC(=O)C2C3CCC(O3)C2C(=O)O)cc(OC)c1 (configuration not stated),-22,-3,2,-7.8,0,-4,6,7,15,20
COc1cc2ccccc2cc1C(=O)Nc1ccc2oc(=O)ccc2c1,6,2,-2,-0.2,-8,0,1,1,-8,1
O=C(c1cnn2c(C(F)F)cc(-c3ccccc3)nc12)N1CCCCC1c1cccnc1 (configuration not stated),1,-3,6,-0.3,-3,-12,15,-1,8,-2
Cc1ccc(Nc2nc(=O)c3cccnc3s2)c(Br)c1,8,3,3,1.9,4,-2,-3,-4,8,?
CC1(NC(=O)Cc2c(F)cccc2Cl)CCS(=O)(=O)C1 (configuration not stated),-6,.,2,.,4,3,8,.,.,.
COc1ccc(OC)c(NS(=O)(=O)c2cccc3cccnc23)c1,3,-2,3,-1.9,1,-6,3,3,6,-2

# Six structures out of the list, sorted by number of heavy atoms, ascending.
SMILES,MazF activator,3CLpro inhibitor,PrPC surface inh,BoNT-A LC inh2,Rv3671c inh,PriA SSB inh,CCHF vOTU inh,Anthrax LF prot,VHR inh abs,BoNT-F LC inh
NC(=O)CSc1nnc(Cc2ccc3c(c2)OCO3)o1,0,2,-2,0.8,5,-14,-4,-3,-13,0
c1csc(-c2nnc(N3CCCCCC3)c3ccccc23)c1,8,2,0,2.2,1,-15,-4,0,22,1
COC(=O)CC(NS(=O)(=O)c1cccs1)c1cccc2ccccc12 (configuration not stated),2,0,-1,1.3,-7,5,-1,0,-2,24
COC(=O)[C@@H]1C[C@@H]2CC[C@@H](O)C[C@@H]2N1Cc1ccc(N2CCN(C)CC2)cc1,4,.,-7,-0.8,1,-10,0,-8,4,3
O=C(Cn1nnc(-c2ccccc2NC(=O)c2cccs2)n1)Nc1ccccc1,-13,1,2,-1.1,-1,-8,9,0,19,-8
CN(C(=O)CSc1nnc(-c2cccnc2)n1-c1ccccc1F)C1CCS(=O)(=O)C1 (configuration not stated),6,-1,7,0.0,6,1,17,-3,24,-7

# (continued)
SMILES,MazF activator,3CLpro inhibitor,PrPC surface inh,BoNT-A LC inh2,Rv3671c inh,PriA SSB inh,CCHF vOTU inh,Anthrax LF prot,VHR inh abs,BoNT-F LC inh
CCCCC(=O)Nc1cccn2ncnc12,7,5,8,0.6,2,3,5,-6,9,0
Cc1cnc(C(=O)OCc2c(C)cc(C(C)(C)C)cc2C)cn1,4,6,3,0.9,-6,-17,27,2,-2,3
O=c1[nH]c(=S)n(-c2ccc(Cl)cc2)c(O)c1C=Nc1ccc(N2CCOCC2)cc1,-156,0,-4,2.2,-28,-4,13,2,19,3
O=C(NNC1CC(=O)N(c2ccc3c(c2)OCCO3)C1=O)c1ccc(Cl)cc1 (configuration not stated),3,2,2,-1.8,-5,1,7,-5,-5,-7
COc1ccccc1Cn1c(=O)oc2ccc(C)cc21,1,0,-3,4.6,3,-6,-11,-11,17,?
CC(=O)NS(=O)(=O)c1ccc2c(c1)C(=O)c1cc(S(=O)(=O)NC(C)=O)ccc1-2,6,0,-36,-3.9,-2,8,-1,4,-14,?
O=C(NC1CCCCCCC1O)c1ccccc1 (configuration not stated),-12,.,6,0.6,.,-20,-1,-7,.,1
CN(C)S(=O)(=O)c1cccc(NC(=O)COC(=O)c2cccc(S(=O)(=O)N3CCc4ccccc4C3)c2)c1,-3,2,7,-0.1,-42,-6,4,-2,-7,-6
COC(=O)C1=C(C)N(c2ccc(C(=O)OC)cc2)C(=O)C1,7,0,5,-1.2,-1,1,-5,6,-25,-9
COC(=O)c1c(C)[nH]c(O)c1C=Nc1ccc(C(C)C)cc1,-43,6,0,-1.9,16,9,0,-4,31,-8
CCn1c(SCC(=O)N2CCCC2)nc2c(c1=O)SCC2,-2,-3,5,0.8,7,-2,6,0,1,0
COC(=O)C1=C(c2ccc(S(C)(=O)=O)cc2)C[C@@H]2CC[C@H]1N2C(=O)NCCS(C)=O (some centres not stated),6,.,3,0.0,1,-3,-2,-1,.,-2
Cc1ccc(C(=O)NCCCNC(=O)c2ccccn2)cc1,1,-4,-7,-2.3,0,-4,11,0,36,-6
CCn1c(SCC(=O)Nc2ccccc2N2CCCCC2)nc2c1c(=O)n(C)c(=O)n2C,-13,0,2,-0.4,-7,-4,26,-11,-9,-14
CC(N)C(=O)OC(C)(C)Cc1ccc(Cl)cc1 (configuration not stated),3,.,2,-0.7,-3,-13,2,2,.,-4
O=C(NC(=S)NCCN1CCOCC1)c1ccccc1Cl,4,-8,3,-0.2,3,-7,14,-7,15,-15
C[C@H](CO)N1C[C@H](C)[C@@H](CN(C)S(=O)(=O)c2ccc(-n3cccn3)cc2)OCc2cn(nn2)CCCC1=O,4,.,-4,-0.4,.,.,3,-7,.,-8
CCOC(=O)CN(C(=O)CSc1nnc(C)n1-c1ccccc1)c1ccccc1,-6,-3,1,0.2,-5,0,3,-4,14,-6
CC(=O)NC(Cc1ccccc1)c1ccc2c(c1)OCCCO2 (configuration not stated),6,6,1,1.0,5,0,5,3,-1,4
Cc1ccc(NC(=O)N2CCCC2C(=O)Nc2nnc(C(C)C)s2)cc1 (configuration not stated),7,2,1,-4.4,2,-7,-2,0,26,-12
CN(C)C(=O)c1cc(C(=O)c2ccc(Cl)cc2Cl)c[nH]1,-15,7,2,-5.4,-3,5,-4,0,14,?
CN1CCN(c2ccc(CNC(=O)c3ccc4c(c3)OCCO4)cc2)CC1,3,-1,6,-8.6,2,-2,-8,-25,18,?
Cc1cc(C(=O)NCCC(c2ccccc2)c2ccccc2)c(C)o1,-1,7,2,0.4,-6,-32,13,-2,31,?
Clc1cccc(-c2ccc(C=Nc3ccc(N4CCOCC4)cc3)o2)c1Cl,-6,1,-3,-0.4,.,-1,10,-10,6,-5
CCOC(=O)c1c(Nc2ccccc2)sc(/C=C2\C=Nc3ccccc32)c1O,-6,0,.,8.1,-7,-19,.,-3,26,11
CC1CN(C(=O)COc2ccc3c(-c4ccccc4)cc(=O)oc3c2)CC(C)O1 (configuration not stated),0,.,0,-0.4,-2,2,-1,-3,.,-5
O=C(c1cccs1)N1CCN(S(=O)(=O)c2cccs2)CC1,4,4,1,-0.1,9,-9,-3,-4,13,-1
Cc1ccc(S(=O)(=O)NC2CCC(C(=O)O)CC2)cc1 (configuration not stated),-8,3,6,-0.9,3,-6,6,1,2,-3
Cc1nc(-c2ccccc2)nc(-c2ccccc2)n1,-8,.,1,-0.5,-6,-25,9,3,.,-2
O=C(CSc1nnc(Nc2ccccc2F)s1)NCC1CCCO1 (configuration not stated),2,.,-5,0.1,3,2,11,-6,.,-6
O=C(c1cccs1)N1CCCC(c2nc3c(nnn3Cc3c(Cl)cccc3Cl)c(=O)[nH]2)C1 (configuration not stated),3,4,-1,2.6,-4,-10,-4,-1,-40,-8
c1ccc(CCN=C2CCCc3c2[nH]c2ccccc32)cc1,10,3,-3,1.2,9,-3,-6,-5,17,?
C/C(CC(=O)NCc1ccco1)=N\NC(=O)CC#N,20,-2,-1,-0.2,-1,.,-12,-1,28,-3
O=C(NNc1ccc(Cl)cc1)c1cccs1,4,3,14,.,-16,-16,-10,.,27,.
CCN(CC(=O)NCCCN1CCOCC1)S(=O)(=O)c1cc(Cl)ccc1Cl,-35,2,0,-1.6,9,-8,3,-3,17,-7
Cc1cc(Br)ccc1NC(=O)c1ccc(-n2cncn2)c([N+](=O)[O-])c1,4,.,-11,-1.3,6,-6,-5,-2,.,-4
COc1cccc(C(c2nnnn2C2CCCC2)N2CCN(C/C=C/c3ccccc3)CC2)c1OC (configuration not stated),.,.,1,0.7,.,.,9,4,.,1
CCOc1ccc(C(=O)NCC(=O)OCCCOC(=O)CNC(=O)c2ccc(OCC)cc2)cc1,5,-2,-4,-2.6,2,-8,-5,0,10,4
Cc1ccc(S(=O)(=O)n2c([N+](=O)[O-])cnc2C)c(C)c1C,-1,1,1,0.7,0,-9,3,-1,0,2
C=C1C(=O)O[C@H]2[C@H]1[C@H](OC(=O)CC(=O)O[C@@H]1C[C@@H](C)[C@@H]3C=CC(=O)[C@@]3(C)[C@H]3OC(=O)C(=C)[C@H]13)C[C@@H](C)[C@H]1C=CC(=O)[C@]12C,-2,.,16,-0.1,-3,-2,-6,-2,4,-6

# Screening data deposited in PubChem by several laboratories.
